HT1080 IDH1KD tx: kills HT-1080 cells with IDH1 knockdown; Potency, µM (top dose mostly 46.1 µM), inactives show at the top dose activity, negative = toxicity, usual class: cytotoxic; HT-1080 IDH1 knockdown viability, ATP luminescence, 48 h; 360,000 tested, 2% active;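 further: potency means the concentration at half of the fitted maximal effect; 0% = DMSO wells and -100% = cell-free medium wells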
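Cytotoxicity counter-line: IDH1KD HT-1080, 48 h, CellTiter-Glo. Curves classed by r2, magnitude and activity.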
IL-1B inflam inh: inflammasome signaling inhibition, IL-1 beta readout; THP-1 LPS/ATP IL-1B secretion, AlphaLISA, 16 h; active compounds read low; activity change, % at 57.5 µM; 360,000 tested, 4.7% active; in the data active means activity change below about -50%; inconclusive means mostly about -30% to -49%; further: on the % scale 0 is the no-effect control and ±100 the full control effect
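Secreted IL-1B measured by AlphaLISA bead assay after 16 h compound exposure of THP-1 cells; compounds (final up to 57.5 uM) added 1 h before LPS (250 ng/mL) and ATP (1.25 mM) stimulation; lower signal means less secretion.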
MCF10A rerep: induces DNA re-replication in MCF 10a normal breast cells; MCF 10A DNA re-replication, Hoechst nuclear intensity, 48 h; Potency, µM (top dose mostly 46.1 µM), for inactives: at the top dose activity, positive = re-replication, actives largely listed as activators; 350,000 tested, 2.9% active; further: potency means the concentration at half of the fitted maximal effect; % of control where 0% means no effect; nearly all actives have a fitted effect of over 50% in size
SW480 rereplic: inducers of DNA re-replication in SW480 colon cancer cells; SW480 DNA re-replication, Hoechst DNA content imaging, 48 h; Potency, µM (highest dose often 46.1 µM), for inactives: at the top dose re-replication activation, most hits filed as activators; 340,000 tested, 1.8% active; AID 624297; further: potency means the concentration at half of the fitted maximal effect; % of control where 0% means no effect; nearly all actives have a fitted effect of over 55% in size
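First, 250 cells per well were seeded. Next, compound or vehicle (23 nL) was pinned in, plates sat 48 hr at 37 C. Finally Hoechst was added for 40 min before fluorescence scanning.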
D3 ag: agonists of human D3 dopamine receptor. P35462. D3R DiscoveRx beta-arrestin cells, luminescence, 90 min. max activation, %. 410,000 tested, 0.58% active. AID 652048; in the data active means max activation above about 30%; further: 0% is about no effect; mostly tested at two doses, the higher about 12 µM
Target sequence (P35462 whole entry, looked up): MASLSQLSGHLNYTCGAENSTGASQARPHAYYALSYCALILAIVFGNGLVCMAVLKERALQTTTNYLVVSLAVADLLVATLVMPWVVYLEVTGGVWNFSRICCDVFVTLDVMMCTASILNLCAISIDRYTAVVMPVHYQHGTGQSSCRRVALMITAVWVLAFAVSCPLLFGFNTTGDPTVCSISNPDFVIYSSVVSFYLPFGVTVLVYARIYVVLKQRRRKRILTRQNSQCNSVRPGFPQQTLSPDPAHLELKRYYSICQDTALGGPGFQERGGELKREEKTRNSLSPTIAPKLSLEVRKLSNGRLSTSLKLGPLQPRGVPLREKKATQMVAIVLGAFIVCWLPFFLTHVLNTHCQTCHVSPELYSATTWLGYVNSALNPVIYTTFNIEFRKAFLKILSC
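Agonist mode: compounds and dopamine controls were applied to plated cells for 90 min at 37 degrees C after an overnight attachment at 1500 cells/well. Luminescent read-out followed 30 - 60 minutes at room temperature with DiscoveRx detection reagent.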
HT1080-NT tox: kills 2HG-producing HT-1080-NT fibrosarcoma cells; HT-1080-NT fibrosarcoma viability, CellTiter-Glo ATP luminescence, 48 h; 360,000 tested, 1.6% active; Potency, µM (highest dose often 46.1 µM), for the others: at the top dose activity, negative = less viability, actives largely listed as cytotoxic;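 further: NT is the 2HG producing partner of a matched IDH1 knockdown line; potency means the concentration at half of the fitted maximal effect; 0% = DMSO-treated cells and -100% = media-only wells without cells; nearly all actives have a fitted effect of over 55% in size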
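Luminescent CellTiter-Glo readout after 48 hours of compound exposure at 37 degrees C defined viability of HT-1080-NT cells. Activity was normalized to DMSO wells and cell-free media wells; concentration-response curves were fitted and assigned curve classes.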
KB-3-1 tox: kills parental KB-3-1 adenocarcinoma cells; KB-3-1 viability, CellTiter-Glo ATP luminescence, 72 h; Potency, µM (titrated, usually from 46.1 µM), inactives show top-dose activity change, negative = cytotoxic, hits mostly cytotoxic; 400,000 tested, 1.4% active; AID 1347075; further: potency means the concentration at half of the fitted maximal effect; on the % scale 0 is the no-effect control and ±100 the full control effect; nearly all actives have a fitted effect of over 60% in size
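KB-3-1 cells, DMEM (no phenol red) + 10% FBS; compound by pin transfer, 72 h, 37 °C. Readout: CellTiter-Glo luminescence after 10 min. Data normalized, curve-fitted.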
KB-V1 MDR tox: KB-V1 MDR subline cytotoxicity; KB-V1 MDR cells viability, CellTiter-Glo, 72 h; 400,000 tested, 3.4% active; AID 1347076; Potency, µM (series often up to 46.1 µM), inactives show at the highest dose activity change, negative = cytotoxicity, actives largely listed as cytotoxic; further: potency means the concentration at half of the fitted maximal effect; on the % scale 0 is the no-effect control and ±100 the full control effect; nearly all actives have a fitted effect of over 60% in size
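KB-V1 MDR subline cells in DMEM (phenol-red free, 10% FBS) exposed to compounds in qHTS concentration series for 72 h at 37 degrees C. Viability read by CellTiter-Glo luminescence; concentration-effect curves fitted after normalization and correction.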
HEK293 tox: cytotoxicity counter-screen for GLP-1 receptor inverse agonists. HEK293 cAMP-luciferase reporter cells, luminescence, 24 h. Potency, µM (highest dose often 38.3 µM), for inactives: at the highest dose activity change, negative = inhibition, usual class: inhibitors. 410,000 tested, 0.13% active. AID 624418;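 further: loss of luciferase light is scored as toxicity; potency means the concentration at half of the fitted maximal effect; on the % scale 0 is the no-effect control and ±100 the full control effect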
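Luminescence readout: signal drop marks cytotoxicity. Plated cells grew 12 h at 37 °C, 5% CO2, received 23 nL compound for 24 h, then got luciferase reagent, read after 12 min at RT.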
Active calls of the source: *; ? = inconclusive; · = not tested or not shown; [ ] = remark or other dose. Unless noted, the call rests on the fitted dose curve; in most records, active means well fitted curve in the direction sought with a large enough effect; inconclusive means small, poorly fitted or top-dose-only effect, or another doubt; inactive means no such curve, though single readings can be large; an effect the other way counts as inactive or inconclusive.

SMILES	HT1080 IDH1KD tx	IL-1B inflam inh	MCF10A rerep	SW480 rereplic	D3 ag	HT1080-NT tox	KB-3-1 tox	KB-V1 MDR tox	HEK293 tox
COC(=O)[C@@]1(Cc2ccc(OC)cc2)[C@H]2c3cc(C(=O)N4CCCC4)n(Cc4ccccc4)c3C[C@H]2CN1C(=O)c1ccccc1	?	-65.6*	·	·	2.5	-20.7%	?	10.3µM*	-5.7%
COc1ccc(/C=C/C(=O)N(CCC(N)=O)c2ccccc2)cc1S(=O)(=O)N1CCOCC1	1.8%	2.0	-1.2%	4.61µM*	7.4	8.1%	1.8%	23.6%	-2.0%
Nc1nonc1-n1nnc(C(=O)N/N=C/c2ccccc2)c1CN1CCc2ccccc21	5.2%	6.4	-3.8%	-10.1%	-11.2	0.0%	?	-0.1%	-1.4%
CCCCCCSc1nnc2c(n1)OC(C)Nc1ccc(Br)cc1-2 (stereo not drawn)	·	·	·	·	2.8	·	?	4.7%	-6.0%
O=C(COC(=O)COc1ccc(Cl)cc1Br)NC1CC1	-8.3%	14.2	-14.9%	-8.9%	0.7	-4.7%	0.9%	-11.3%	-12.8%
CC(C)(C)NC(=O)C(c1ccccc1)N(Cc1cccs1)C(=O)c1csnn1 (stereo not drawn)	10.4%	-7.0	0.8%	-5.1%	-3.8	11.0%	0.0%	-13.8%	-13.4%
CC(C)N1CCc2c(sc(NC(=S)NC(=O)c3ccccc3)c2C#N)C1	-3.6%	25.9	-6.0%	32.8%	-20.4	-20.2%	-1.0%	-0.9%	0.0%
CCOC(=O)C1=C(C)NC(=O)NC1c1ccc(Br)s1 (stereo not drawn)	-14.9%	-11.4	-3.9%	1.2%	3.1	-8.6%	4.7%	-6.1%	2.0%
CCC(C(=O)NCCc1ccc(OC)cc1OC)n1nc(C)n2c(cc3occc32)c1=O (stereo not drawn)	15.6%	?	-0.5%	1.3%	-5.0	3.8%	?	?	2.2%
CC(=O)c1sc(NC(=O)CN2C(=O)C3CCCCC3C2=O)nc1-c1ccccc1 (stereo not drawn)	?	25.7	-1.5%	-36.6%[inhibitor]	2.7	14.2%	1.7%	?	-6.5%
CC(=O)c1cc2c(cc1F)C(C)(C)CCC2(C)C	-0.7%	21.4	-0.8%	10.8%	-2.4	-0.9%	2.7%	-0.6%	-4.1%
O=C(CCSc1nnc(-c2ccncc2)o1)Nc1ccccc1	7.2%	?	-0.9%	-2.3%	-0.8	10.1%	6.8%	?	1.8%
C=C1[C@H]2O[C@H]2[C@@H](OC(C)=O)[C@@]2(C)[C@@H](OC(C)=O)C[C@@H](OC(C)=O)[C@@](C)(O)[C@@H]2[C@@H](OC(C)=O)[C@@]2(O)[C@@H](C)C(=O)O[C@H]2[C@H]1Cl	9.6%	3.1	?	-1.9%[9.22 µM]	-0.9	15.6%	8.7%	13.7%	8.4%
CC(=O)Nc1ccc(Sc2ccccc2C(=O)O)cc1	-1.7%	6.7	27.5%	?	-1.9	3.7%	5.8%	0.0%	10.1%
O=C(NCc1ccccc1)C1=C[C@@H](c2ccc(C(F)(F)F)cc2)C[C@@H](OCc2ccc(CO)cc2)O1	?	-53.9*	?	?	-28.8	-23.0%	-21.5%	-4.0%	-11.2%
Cc1cc(-c2csc(N)n2)c(C)n1CCc1ccccc1	5.5%	-1.5	19.7%	-3.2%	31.6*	0.7%	-12.9%	1.4%	-16.9%
CC(C)Oc1cccc(C(=O)Nc2ccc3oc(-c4ccccc4)nc3c2)c1	·	·	·	·	3.7	·	?	?	-20.0%
COC(=O)/C(=C\Nc1ccc(Cl)cc1Cl)NC(=O)c1ccccc1	-0.4%	-13.4	17.7%	3.5%	5.6	-5.6%	-18.8%	-21.6%	-8.5%
O=C(O)C1CCN(S(=O)(=O)c2ccc(Cl)s2)CC1	10.6%	24.4	-3.2%	-7.6%	1.9	8.2%	8.6%	1.9%	-1.6%
O=[N+]([O-])c1ccc2c(c1)nc1n2CCSC1	2.8%	-7.8	11.0%	-8.0%	-27.1	13.3%	-3.0%	-7.3%	-2.7%
CCN(CC(=O)NC(C)C)C(=O)c1cc(S(=O)(=O)N2CCCCC2)ccc1N1CCCCC1	-0.5%	-6.1	-5.5%	-5.1%	-11.0	4.4%	-0.4%	-2.2%	-3.1%
CCOc1cc(C2NC(=O)NC(C)=C2C(=O)NCc2ccccc2)c(Cl)cc1O (stereo not drawn)	9.3%	0.0	-4.4%	1.7%	28.3	-2.7%[9.24 µM]	?	17.9%	-3.2%
COc1ccccc1OCCCC(=O)Nc1nccs1	-6.5%	23.2	-3.0%	-39.2%[inhibitor]	1.9	-5.0%	-1.1%	-20.8%	5.1%
CC(CCc1ccccc1)NC(=O)CSc1ccccn1 (stereo not drawn)	6.2%	0.7	?	-1.9%	1.3	2.3%	-1.2%	17.1%	9.4%
C=CCOCCN1C(=O)C2C(c3ccccc3)C=CC(c3ccccc3)C2C1=O (stereo not drawn)	-5.7%	-18.6	0.4%	-1.3%[9.22 µM]	-1.7	-7.9%	-10.1%	-18.6%	42.6%[activator]

The listing continues.
SMILES	HT1080 IDH1KD tx	IL-1B inflam inh	MCF10A rerep	SW480 rereplic	D3 ag	HT1080-NT tox	KB-3-1 tox	KB-V1 MDR tox	HEK293 tox
O=c1cc2oc3cc(O)c(O)cc3c(-c3ccccc3O)c-2cc1O	-16.0%	-9.9	-4.8%	19.1%	-1.0	-14.6%	-24.4%	-2.4%	-23.6%
COc1ccc(S(=O)(=O)Nc2c(O)ccc3ccccc23)cc1OC	-18.1%	15.3	16.4µM*	3.7%[9.22 µM]	22.8	-17.9%	1.9%	-0.8%	?
COc1coc(/C=C/C(=O)O)cc1=O	17.3%	-5.2	-1.3%	1.46µM*	3.1	17.9%	5.0%	18.9%	4.4%
CCN1CCN(C2CCCCC2NS(=O)(=O)c2ccc(Cl)cc2)CC1 (stereo not drawn)	-6.3%	?	3.3%	6.8%	-14.5	-22.8%	24.5%	?	-11.5%
Nc1ncnn1Cc1ccccc1	7.8%	5.7	·	·	7.6	8.2%	11.3%	4.7%	-19.6%
COc1cc(C2Nc3ccccc3C(=O)N2c2ccccc2)ccc1O (stereo not drawn)	-13.9%	-1.4	9.8%	10.8%	-0.9	-2.3%	9.4%	0.0%	-1.6%
O=[N+]([O-])c1ccc(O)c(/C=N/Nc2nn[nH]n2)c1	-8.0%	27.2	?	-11.0%	-10.9	-1.3%	13.6%	11.4%	-23.8%
CCCS(=O)(=O)c1c(S(=O)(=O)CCC)c2c(C)cccn2c1C(=O)OC	15.8%	-4.6	20.6µM*	?	-3.4	2.6%	5.0%	?	0.0%
CCC1(c2ccc(F)cc2)NC(=O)N(CC(=O)NCc2ccc(F)cc2)C1=O (stereo not drawn)	-0.9%	-10.4	-1.4%	-27.6%	-1.6	-3.2%	-10.7%	0.0%	2.4%
C(=N\n1cnnc1)/c1ccc(OCc2cccc3ccccc23)cc1	-26.8%	18.5	?	-4.8%	3.0	?	-4.3%	15.9%	1.3%
COc1ccc(CNC(=O)CN(c2ccc(C(C)=O)cc2)S(=O)(=O)c2ccc(C)cc2)cc1OC	-6.2%	2.7	1.0%	-2.3%	-4.1	-0.1%	0.0%	6.7%	-13.4%
COc1ccc(/C=C(/NC(=O)c2ccccc2)C(=O)N/N=C/c2ccncc2)cc1	13.0%	0.0	2.8%	6.4%	-6.1	20.8%	18.3%	?	-2.4%
O=C(CCc1nc2ccccc2s1)NC1CCOC1=O (stereo not drawn)	7.4%	0.0	9.0%	-2.6%	2.5	0.0%	11.7%	-0.2%	-4.5%
Cc1ccc2nc(-c3ccccc3N)[nH]c2c1	?	-29.8	-2.3%	?	-1.6	?	?	?	5.0%
Cc1nnc2c(-c3ccccc3)nc3ccccc3n12	15.2%	0.0	3.0%	0.4%	2.6	13.4%	19.7%	1.5%	-0.3%
Cc1nonc1C1CCCN1Cc1nc(-c2ccccc2Cl)oc1C (stereo not drawn)	4.8%	23.9	17.3%	4.4%	-1.8	6.7%	-7.0%	-26.4%	4.8%
CCOC(=O)C1=C(CN2CCN(CC)CC2)NC(=O)NC1c1ccc(Cl)cc1 (stereo not drawn)	·	·	·	·	-10.1	·	-13.1%	-12.4%	-7.3%
CNS(=O)(=O)c1cccc(C(=O)OC2CCCCC2=O)c1 (stereo not drawn)	1.9%	6.6	-6.4%	-6.6%	2.4	0.8%	-17.2%	25.9%	18.1%
N#Cc1c(C(F)(F)F)cc(-c2cccs2)nc1SCc1ccccc1F	·	·	·	·	-1.9	·	2.8%	?	-7.7%
CC(C)(C)C1(C)OC(C(N)=O)C(C(N)=O)O1 (stereo not drawn)	-2.7%	9.6	0.1%	-11.1%	-3.4	6.9%	-2.8%	14.3%	-2.6%
Cc1ccc(S(=O)(=O)Nc2nc(C)c(C(=O)Nc3ccccc3)s2)cc1	0.0%	28.8	3.2%	-2.0%	3.1	2.8%	-1.0%	0.0%	2.3%
CN(C)C1(CNC(=O)C2CCN(S(=O)(=O)c3c(Cl)cccc3Cl)CC2)CCCCC1	-12.0%	-8.7	28.1%	-8.1%	-0.2	-16.8%	7.2%	-0.5%	-3.4%
O=c1c2c3c(sc2ncn1/N=C/c1ccc([N+](=O)[O-])o1)CCCC3	?	-89.3*	4.11µM*	11.6µM*	-9.7	?	20.6µM*	20.6µM*	-27.7%

Screening data: PubChem, National Center for Advancing Translational Sciences (NCATS)
